Source: PubChem BioAssay (several laboratories)
NSD2 HMT inh – blocks human histone methyltransferase NSD2; NSD2 peptide methylation, AlphaScreen, 120 min; inhibition, % at 12.5 µM; 0.54% of 310,000 active; AID 743445; in the data active = inhibition above about 50%
SR-BI DiI inh – blocks mouse SR-BI lipid uptake from DiI-HDL; Q61009; ldlA[mSR-BI] CHO cells, DiI-HDL uptake fluorescence, 3 h; inhibition, % at 12.5 µM; 0.96% of 320,000 active;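 active = mean replicate inhibition of at least 70% and a set share of replicates each scoring 70 or more; inconclusive = meets just one of the two criteria; inactive = fails both criteria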;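 note: 0% = median of neutral control wells and 100% = median of positive control wells; values of inactives mirror those of a sister screen read the other way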
SUMO Mot1 rescue – blocks SUMOylation pathway, rescuing yeast Mot1-301 growth; S. cerevisiae Mot1-301 growth rescue, ATP luminescence, 38.5C; percent above DMSO median, 100 means doubled; growth rescue, % at 18.8 µM; 1% of 320,000 active;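 active = every valid replicate shows activation above 250% relative to neutral control wells; inactive = the rest, any valid replicate at or below 250%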;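 note: OY570 slx delta 5 strain wells were the positive control but not used for scaling; some compounds called inactive have numbers as strong as hits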
dFosB activator – enhances mouse delta FosB homodimer DNA binding. 0.99% of 340,000 active. P13346. purified delta FosB, TAMRA-CDK5 oligo fluorescence polarization; percent of positive-control signal above neutral wells. activation, % at 25 µM. AID 493131;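 active = mean activation above about 17%, with every replicate also reaching it, limit read from the data, passing the limit was not always enough; inconclusive = only one of the two conditions met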;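 note: fluorescence polarization rise as delta FosB binds a TAMRA Cdk5 AP-1 oligo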
PKA-R1A activ – activators of PKA-R1A complex; P00514+P68181; PKA-R1A dissociation, Cy5-IP20 fluorescence polarization; scaled: DMSO 0%, 113 µM cGMP 100%; activation, % at 11.4 µM; 0.083% of 340,000 active;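 active = percent activation above the mean of all tested compounds plus 3 SD, cut at about 19% in these data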;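 note: higher means more PKAc released from R1A so a rise in polarization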
CDK5 p35 inh – inhibitors of human CDK5/p35 kinase; Q00535+Q15078; Recombinant CDK5/p35, ADP-Glo luminescence, 60 min; inhibition, % at 10 µM; 0.01% of 330,000 active; AID 488839;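 active = highest replicate inhibition of at least 50% and at least 75% of replicates reaching 50%; inconclusive = only one of the two criteria met; inactive = both criteria failed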;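 note: plate controls were DMSO neutral control for no effect and GW8510 at 10 µM for full effect; many of its hits are not listed in these tables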
Arrestin-AP2 inh – blocks beta-arrestin peptide binding to AP2 adaptin; FITC-arrestin peptide / GST-AP2 beads, flow cytometry; AP2 beta2 appendage carries R879A mutation; inhibition, % at 10 µM; AID 504490; 0.31% of 340,000 active;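 active = inhibition above a set limit, near 3 SD of compounds lacking own fluorescence, cut at about 54% in these data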;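 note: plate controls were DMSO wells for no effect and 5 µM unlabelled arrestin peptide for full effect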
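System: GST-AP2 R879A glutathione beads. Medium: PBS with 0.05% Tween 20 and 0.1% BSA. Also added: FITC-arrestin peptide, 50 nM. Incubation: 12 min plus 1 h, RT. Measured by: high-throughput flow cytometry of beads, ex 488, em 535 nm. Evaluation: percent drop in bead-associated FITC signal.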
PKA-R2B act – activates the human PKA-R2B holoenzyme complex. P22694+P31323. PKA-R2B holoenzyme dissociation, Cy5-IP20 fluorescence polarization; R2B truncated from residue 108, S112A mutant; 0% DMSO only, 100% 113 µM cGMP. activation, % at 11.4 µM. 0.079% of 340,000 active. AID 504700;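 active = activation above a cutoff set at the mean over all compounds plus 3 SD, cut at about 18% in these data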;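 note: higher means more holoenzyme dissociation and a rise in polarization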
MITF TRPM1 HTS – increases MITF-driven TRPM1 promoter luciferase signal; 0.75% of 300,000 active; activation, % at 12.5 µM; SK-MEL-5 TRPM1-promoter luciferase, 24 h; % of positive control, neutral wells = 0; AID 588334;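 active = mean activation of at least 80% with every replicate also reaching 80%; inconclusive = mean reaches 80% but some replicate falls short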;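 note: 0% = neutral control wells and 100% = parthenolide positive control wells; values of inactives mirror those of a sister screen read the other way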
SR-BI DiI-HDL act – SR-BI HDL lipid transfer activation; CHO ldlA[mSR-BI] cells, DiI-HDL uptake fluorescence, 3 h; 100 = double the neutral-control signal; activation, % at 12.5 µM; 0.096% of 320,000 active; AID 504775;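 active = mean replicate activation of at least 60% and every replicate at or above 60%; inconclusive = mean or all-replicate condition met, but not both; inactive = mean below 60% and not all replicates reaching 60%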;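 note: 0% = median plate neutral-control signal and 100% = twice that signal; values of inactives mirror those of a sister screen read the other way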
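material = CHO ldlA[mSR-BI] cells | medium = Ham's F12 with 0.5% BSA, HEPES 25 mM, pH 7.4 | reagent = fluorescent DiI-HDL, 10 µg/mL final | compound dosing = single-point compound dose | incubation = 3 h, 37 °C | measured by = bottom-read fluorescence, 550/595 nm | measure = HDL uptake via cellular fluorescence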
Pemphigus Ab inh – inhibitors of pemphigus antibody binding to human desmoglein-3. binding (percent of control), % at 10 µM. DSG3-coupled beads, scFv-anti-DSG3-GFP binding, flow cytometry; hits give low values. P32926. 0.48% of 310,000 active;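 active = binding more than 3 SD below its plate's average and above zero; inconclusive = below that plate limit but binding exactly zero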;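 note: hits lower antibody fragment binding to DSG3; some compounds called inactive have numbers as strong as hits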
Active calls of the source: *; ? = inconclusive; . = not tested or not shown.

SMILES	NSD2 HMT inh	SR-BI DiI inh	SUMO Mot1 rescue	dFosB activator	PKA-R1A activ	CDK5 p35 inh	Arrestin-AP2 inh	PKA-R2B act	MITF TRPM1 HTS	SR-BI DiI-HDL act	Pemphigus Ab inh
Cc1sc2ncnc(-n3cnc4ccccc43)c2c1C	.	-5.2	-11.8	-6.1	4.8	2.7	0.6	-9.4	1.2	5.2	106.5
CCCOC(=O)c1ccc(Oc2c(-c3ccc(OC)cc3O)n[nH]c2C)cc1	-1.4	3.9	-4.3	-2.2	-18.3	0.3	21.7	-6.2	3.8	-3.9	100.9
CC(NC(=O)C1CCC(CNS(=O)(=O)c2ccc3c(c2)C(C)(C)C(=O)N3C)CC1)c1ccccc1 (stereo not drawn)	.	21.4	-20.1	-2.1	0.8	-2.3	9.1	-0.8	-13.8	-21.4	99.8
CC1(C)CC(=O)c2c(n(-c3cccc4ccccc34)ccc2=O)C1	-0.5	-39.7	8.8	1.0	-11.0	1.1	-5.2	-2.0	-9.3	39.7	101.5
N#Cc1c(NC(=O)C2CC(Cl)=CCC2C(=O)O)sc2c1CCCCC2 (stereo not drawn)	0.1	0.9	31.8	-6.0	7.3	-3.7	-6.6	-6.2	-3.3	-0.9	116.9
Cc1ccccc1CNC(=O)C(=O)NCC1OCCCN1S(=O)(=O)c1ccc(F)cc1C (stereo not drawn)	-0.6	-9.4	13.5	-8.3	-9.8	0.5	-3.6	-5.4	-10.8	9.4	100.9
O=S(=O)(c1ccc(NC(=S)NN=C(C2CC2)C2CC2)cc1)N1CCOCC1	-2.4	2.8	-13.4	-5.5	-8.5	1.5	-9.9	0.0	-3.2	-2.8	93.6
COc1ccc2[nH]c3c(c2c1)CCN1C(=O)N([C@@H](C)C(=O)NC2CCCCC2C)C(=O)[C@]31C (stereo partly drawn)	.	66.9	0.0	-12.0	-2.5	0.3	5.2	4.3	.	-66.9	96.8
CCCCCC/C=N/Nc1nnc(Cc2ccccc2)c(=O)[nH]1	-0.9	-9.0	12.3	-0.5	-6.8	6.5	11.4	-4.8	5.2	9.0	88.8
O=C1CC(Cc2ccccc2)C(=O)N1c1ccc(Cl)cn1 (stereo not drawn)	-2.7	6.2	113.1	7.7	-0.3	-2.1	5.1	2.0	2.0	-6.2	108.9
COc1cc(OC)cc(C(=O)NNC(=O)c2ccccc2Br)c1	0.3	-34.4	-9.7	0.1	0.1	-1.9	-7.6	-0.5	0.1	34.4	.
O=C(NCc1cccnc1)C1CC(c2ccccc2O)=NO1 (stereo not drawn)	.	-16.6	20.9	-4.1	1.1	1.1	3.7	0.0	6.0	16.6	94.1
COc1ccc(CCNc2ccc(N3C(=O)CC(C)C3=O)cc2[N+](=O)[O-])cc1 (stereo not drawn)	4.7	.	10.2	-5.4	-2.9	-0.5	29.9	-1.3	-13.8	.	95.8
Cc1ccc(S(=O)(=O)NNC(=O)c2ccc(NC(=O)C3CC3)cc2)cc1	-0.5	-10.6	8.0	-6.4	-4.6	2.6	-7.2	10.4	-0.5	10.6	100.9
COc1cc2c(cc1OC)CN(C(=O)c1oc3ccccc3c1C)CC2	6.7	.	4.8	-0.2	2.1	-0.4	-1.3	-8.1	-19.8	.	126.5
CCCCCCOc1ccc(N2C(=O)CC(N(CCc3ccc(S(N)(=O)=O)cc3)C(C)=O)C2=O)cc1 (stereo not drawn)	-2.0	33.7	-10.8	-12.6	-7.3	-2.8	-17.5	9.5	3.0	-33.7	83.1
CC1CCc2nn(CC(=O)NCCCN3CCOCC3)cc2C1 (stereo not drawn)	.	-22.8	-6.7	-8.6	6.9	0.1	-1.1	6.3	9.0	22.8	101.5
COc1ccccc1C(CNC(=O)c1cccc(S(=O)(=O)NCc2ccccc2)c1)N(C)C (stereo not drawn)	-1.3	-4.4	193.1	0.6	-3.0	0.1	-10.6	11.8	6.3	4.4	105.6
CCCc1ccc2oc(C(=O)N(C)Cc3ccn[nH]3)c(C)c2c1	4.1	2.9	2.1	-6.9	-5.0	0.3	-2.8	-8.5	43.7	-2.9	98.6
Nc1cc(Cl)nc(N/N=C/c2ccc([N+](=O)[O-])cc2)n1	-2.5	0.9	-3.8	3.7	2.6	0.7	38.5	-4.6	6.9	-0.9	99.1
NC(=O)NC(Cc1ccccc1)C(=O)NNC(=O)COc1ccccc1Cl (stereo not drawn)	5.3	-15.4	-14.3	3.7	-0.9	-0.8	-4.8	-0.2	-5.2	15.4	161.9
O=C(CN1CCCC1)Nc1c2c(nc3ccccc13)N(Cc1ccccc1)CC2	.	-19.2	67.3	2.1	-8.1	0.2	-0.9	-8.5	-0.1	19.3	106.8
CCOCCOc1cccc(C(=O)NC(c2ccccc2)c2ccccc2)c1	-1.1	21.1	0.6	-9.0	7.2	-3.8	9.1	-3.8	.	-21.1	116.0
CCOC(=O)c1ccc2[nH]c3c(c2c1)CN(C)CC3	.	-10.6	-3.2	-2.7	-3.8	-1.4	0.6	1.5	.	10.6	108.4
CCc1ccc(NC(=S)N(CCCN2CCN(C)CC2)Cc2cccs2)cc1	5.6	-5.2	17.0	-3.0	0.1	-0.1	-3.1	-3.3	2.8	5.2	106.0
O=C(Nc1cccc(S(=O)(=O)NC2=NCCCCC2)c1)c1cc(-c2ccccc2)nc2ccccc12	1.6	76.7*	43.3	-1.1	-1.1	0.9	-2.1	-10.3	0.9	-76.7	108.1
COc1ccc(-c2nnc(SCC(=O)NNC(=O)c3ccc(C)cc3)o2)cc1	-0.5	20.0	.	?	-12.6	-1.7	2.3	-6.1	-11.9	-20.0	92.9
COc1ccccc1N1CCN(C(=O)C(C)N(c2ccc(C)c(C)c2)S(C)(=O)=O)CC1 (stereo not drawn)	8.3	.	-0.3	-13.0	-10.9	-0.3	24.9	-1.1	-5.8	.	102.1
Cc1cc(NC(=O)c2ccc(N3C(=O)C4C5C=CC(C5)C4C3=O)cc2)no1 (stereo not drawn)	-2.6	-38.1	12.4	3.2	2.9	-0.4	-0.8	10.2	16.6	38.1	94.8
Cc1cccc(CN2CCC(C(=O)Nc3cccc(-c4cscn4)c3)CC2)n1	0.3	14.2	1.6	-11.1	-8.3	.	23.0	5.9	-13.4	-14.2	102.9
CC(C)(C)NC(=O)CON=C1c2ccccc2-c2ccccc21	-3.9	50.1	-18.4	-21.8	-20.5	4.0	2.9	2.7	-10.7	-50.1	93.1
O=C(Nc1cc2c(=O)n(-c3ccc(Oc4ccccc4)cc3)ccc2oc1=O)c1ccccc1	-2.3	56.0	9.2	?	-9.1	1.0	-8.7	0.5	-2.6	-56.0	105.8
Cn1cc(CNC(=O)C2CCCCC2)cn1	-2.7	-10.3	-24.4	3.8	-5.1	-1.1	-3.5	-11.7	-6.1	10.3	102.5
CCOC(=O)c1nn(-c2ccc3ccccc3c2)cc1O	-7.6	-11.7	-5.4	-2.5	-8.7	-0.5	8.8	-6.7	133.2*	11.7	104.3
CCOc1cc(C(=O)NCC(C)CN(C)C)cc(OCC)c1OCC (stereo not drawn)	37.0	11.9	197.4	6.4	-2.4	-1.1	25.9	-2.7	-4.6	-11.9	121.4
CC(Sc1ccccc1)C(=O)N1CCN(S(=O)(=O)c2ccccc2C(F)(F)F)CC1 (stereo not drawn)	-3.6	-4.8	0.9	-10.4	-6.1	1.1	-7.5	-22.1	-2.2	4.8	.
O=C(N/N=C\c1cccnc1)c1ccc(Cl)cc1Cl	1.1	-24.2	-4.7	1.4	-12.8	0.0	-3.5	-8.9	6.9	24.2	91.8
COC(=O)c1cn(C(=O)c2cc(OC)cc(OC)c2)c2ccccc12	-1.4	51.6	-12.2	-10.0	-8.2	-1.7	33.4	-3.8	-6.0	-51.6	87.8
CC(=O)Nc1ccc(Nc2ncnc(N)c2[N+](=O)[O-])cc1	-2.2	-17.5	-16.1	3.2	0.4	-0.3	14.9	2.2	.	17.5	111.9
Cc1cccc(CCNC(=O)C2CCN(S(=O)(=O)c3c(C)nn(C)c3C)CC2)c1	.	15.5	-15.1	-2.0	-9.4	0.7	-3.5	6.9	-1.0	-15.5	82.7
O=C(O)c1cnc(-c2ccccc2)nc1Sc1ccccc1	4.0	-16.0	555.2	-0.7	-1.8	-0.6	20.2	-0.1	.	16.0	.
CN(C)CCC1Sc2ccccc2Oc2ccccc21 (stereo not drawn)	0.1	-28.4	-11.8	-2.8	-2.2	0.0	11.2	-5.0	8.9	28.4	87.7
Cc1ccccc1CC(=O)NCCN1CCOCC1	-3.5	5.5	-24.8	-7.4	7.6	0.0	6.7	-7.6	.	-5.5	128.3
